GLP1R cytotox – cytotoxic in the GLP-1 receptor inverse agonist counter-screen | HEK293 cAMP-luciferase reporter cells, luminescence, 24 h | Potency, µM (titrated, usually from 38.3 µM), for inactives: at the top dose activity change, negative = inhibition, most hits filed as inhibitors | actives 0.13% (n = 410,000);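 also: loss of luciferase light is scored as toxicity; potency is read from the fitted curve at half-maximal effect; % is scaled to controls: 0 for no effect and ±100 for the full control effect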
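Step one: seed cells (200 cells/uL, DMEM with 10% Nu serum, 1% pen-strep). Step two: 12-hour incubation at 37 deg C. Step three: pin 23 nL compound, incubate 24 hr. Step four: add luciferase reagent, read luminescence 12 min later.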
Akt phos inh – Akt phosphorylation inhibition; Neuro2A IGF-stimulated pAkt S473 HTRF, 20 min; active compounds read low; activity change, % for hits at 50 µM; actives 0.32% (n = 360,000); in the data active = activity change below about -80%; inconclusive = mostly about -51% to -80%; also: % is scaled to controls: 0 for no effect and ±100 for the full control effect
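Neuro2A cells in DMEM with 0.5% FBS, overnight at 37 deg C, given compound at single 50 µM final, then IGF (6 nM final) for 20 min at 37 deg C. Lysed; phospho-Akt Ser473 by HTRF after 24 h, 665/615 ratio.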
GLP1R inv ag – inverse agonists of human GLP-1 receptor | actives 1.6% (n = 410,000) | Potency, µM (highest dose often 38.3 µM), for inactives: at the highest dose activity change, negative = inhibition, most hits filed as inhibitors | HEK293 GLP-1R CRE-luciferase, luminescence, 24 h; GLP-1R form is constitutively active | P43220 | AID 624417; also: potency is read from the fitted curve at half-maximal effect; % is scaled to controls: 0 for no effect and ±100 for the full control effect; nearly all actives have a fitted effect of over 55% in size
Target sequence (P43220 whole entry, looked up): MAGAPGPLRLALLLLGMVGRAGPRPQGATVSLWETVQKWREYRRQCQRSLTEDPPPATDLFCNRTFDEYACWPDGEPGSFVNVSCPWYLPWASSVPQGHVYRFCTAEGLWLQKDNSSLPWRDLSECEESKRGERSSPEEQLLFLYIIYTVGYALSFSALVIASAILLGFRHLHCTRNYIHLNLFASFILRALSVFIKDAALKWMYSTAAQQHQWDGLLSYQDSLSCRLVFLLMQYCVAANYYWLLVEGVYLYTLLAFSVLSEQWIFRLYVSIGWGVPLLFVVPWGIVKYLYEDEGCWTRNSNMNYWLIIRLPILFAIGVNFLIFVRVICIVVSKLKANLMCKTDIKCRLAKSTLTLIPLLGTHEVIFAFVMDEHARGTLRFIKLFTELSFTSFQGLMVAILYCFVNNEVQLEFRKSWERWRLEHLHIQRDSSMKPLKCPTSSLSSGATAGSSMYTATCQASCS
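Readout was luciferase luminescence, measured 12 min after detection reagent at room temperature. Beforehand, GLP-1R reporter HEK293 cells had sat 12 h, then received compounds for 24 hr at 37 deg C.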
Mm-Cpn inhibitor – inhibitors of Methanococcus maripaludis chaperonin (MmCpn). purified Mm-Cpn ATPase, ADP Transcreener TR-FRET. Potency, µM (highest dose often 76.9 µM), inactives show at the top dose activity, negative = inhibition, hits mostly inhibitors. actives 0.031% (n = 330,000). AID 504842; also: potency is read from the fitted curve at half-maximal effect; % is scaled to controls: 0 for no effect and ±100 for the full control effect; nearly all actives have a fitted effect of over 80% in size
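Purified archaeal chaperonin (25 nM final) was preincubated with compound for 10 min at 37°C, then ATP (10 uM final) was added for 30 min at 37°C in Tris pH 7.4/KCl/MgCl2/DTT buffer. ADP was quantified by HTRF Transcreener TR-FRET.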
PTHR1 agonist – activates the human parathyroid hormone receptor PTHR1. Q03431. HEK293 GP2 PTHR1 cells, GloSensor cAMP luminescence, 1 h. Potency, µM (doses to about 115 µM), for the others: top-dose activation, usual class: activators. actives 0.075% (n = 410,000). AID 743266; also: potency is read from the fitted curve at half-maximal effect; nearly all actives have a fitted effect of over 55% in size; some results filed as inactive show a strong effect at the top dose; inactives centre near -15; many of its hits are not listed in these tables
Target sequence (Q03431 whole entry, looked up): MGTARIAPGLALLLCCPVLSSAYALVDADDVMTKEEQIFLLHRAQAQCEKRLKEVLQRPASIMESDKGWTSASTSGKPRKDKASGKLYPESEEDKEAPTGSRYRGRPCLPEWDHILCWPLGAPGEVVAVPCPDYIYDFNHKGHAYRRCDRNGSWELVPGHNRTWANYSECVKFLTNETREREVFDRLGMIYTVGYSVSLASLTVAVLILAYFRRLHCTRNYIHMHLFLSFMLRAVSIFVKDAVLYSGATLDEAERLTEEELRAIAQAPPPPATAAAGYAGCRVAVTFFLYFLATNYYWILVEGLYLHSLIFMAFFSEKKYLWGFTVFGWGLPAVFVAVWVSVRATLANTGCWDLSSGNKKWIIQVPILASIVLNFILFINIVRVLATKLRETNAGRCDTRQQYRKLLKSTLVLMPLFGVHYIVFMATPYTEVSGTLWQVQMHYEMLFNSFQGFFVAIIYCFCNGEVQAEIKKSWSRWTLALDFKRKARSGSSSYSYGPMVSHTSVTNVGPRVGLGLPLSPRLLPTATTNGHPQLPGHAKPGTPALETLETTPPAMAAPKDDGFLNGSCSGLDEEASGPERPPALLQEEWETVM
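HEK-293-derived GP2 cells expressing PTHR1 and a GloSensor cAMP reporter, 3,000/well, plated overnight, given luciferin plus IBMX (each 0.5 mM as added) for 1 h at 37 °C, then compound for 1 h at 37 °C. Luminescence was read after 15 min at room temperature.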
TDP-43 yeast inh – inhibitors of TDP-43 toxicity in yeast | TDP-43 expressing yeast growth rescue, BacTiter-Glo, 24 h | Potency, µM (titrated, usually from 46.1 µM), for inactives: at the top dose growth rescue (activation), usual class: activators | actives 1.8% (n = 410,000) | AID 652104; also: potency is read from the fitted curve at half-maximal effect; % of control where 0% means no effect; nearly all actives have a fitted effect of over 50% in size
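Readout is BacTiter-Glo luminescence of cell growth, so inhibitors register as activators. TDP-43-expressing yeast at OD600=0.02 in galactose medium, after raffinose pregrowth to mid-log, were incubated with compound for 24 hr at 30 deg C.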
Abeta yeast res – compounds reversing amyloid beta toxicity in yeast | yeast expressing A-beta42, growth rescue, OD600, 48 h; response scale: 0% DMSO, 100% iron-clioquinol control | Potency, µM (top dose mostly 46.1 µM), for the others: top-dose growth rescue, usual class: activators | actives 0.063% (n = 410,000); also: potency is read from the fitted curve at half-maximal effect; nearly all actives have a fitted effect of over 55% in size
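Yeast A-beta toxicity model in growth medium with pinned compounds, 48 h at 30 C; growth read as absorbance at 600 nm. Normalized to FeCl3/clioquinol equimolar mix (positive) and DMSO (negative).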
aSyn yeast inh – rescues yeast growth from alpha-synuclein toxicity; Yeast expressing alpha-synuclein, growth rescue, BacTiter-Glo, 24 h; actives 0.14% (n = 370,000); Potency, µM (top dose mostly 46.1 µM), without a hit: at the highest dose growth rescue (activation), usual class: activators; also: potency is read from the fitted curve at half-maximal effect; % of control where 0% means no effect; nearly all actives have a fitted effect of over 65% in size
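Screening used galactose-induced yeast with toxic alpha-synuclein levels, exposed to compound for 24 hr at 30 deg C. Cell growth, read with BacTiter-Glo luminescence, gave the measured signal.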
FUS yeast rescue – suppressors of FUS proteinopathy in yeast; actives 0.24% (n = 390,000); AID 1347120; Potency, µM (highest dose often 76.6 µM), for inactives: at the highest dose growth rescue (activation), actives largely listed as activators; S. cerevisiae FUS-expressing, growth rescue, OD600, 24 h;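 also: potency is read from the fitted curve at half-maximal effect; plate controls were DMSO vehicle for no effect and reference control for full effect; nearly all actives have a fitted effect of over 55% in size; some results filed as inactive show a strong effect at the top dose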
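Yeast FUS proteinopathy model; galactose-induced FUS (2%), starting OD 0.005. Cpds in dilution series, 24hr, 30C, 99% humidity. Abs 600 nm growth. Pos ctrl CP55940 (top 92uM final); neg ctrl DMSO.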
The depositor's hits bear a star; i = inactive; ? = inconclusive; . = no result given; & = joins results of further samples; [ ] = remark or other dose. Unless noted, calls follow the shape of the dose curve; as a rule, active = well fitted curve in the direction sought with a large enough effect; inconclusive = small, poorly fitted or top-dose-only effect, or another doubt; inactive = no such curve, though single readings can be large; an effect the other way counts as inactive or inconclusive. The list is partial, so the mix of outcomes need not match the whole.

(1) c1ccc(Nc2cccc3c(Nc4ccccc4)cccc23)cc1
(2) Cc1c(C(=O)Nc2cccc(S(=O)(=O)N3CCOCC3)c2)oc2ccc(Br)cc12
(3) CCCSc1ncc(Cl)c(C(=O)Nc2sc3c(c2C(=O)NCC)CCCC3)n1
(4) N#Cc1ccc(CSCC(=O)NN=C2CCCC2)cc1
(5) COc1cccc(CCNC(=O)c2ccc(C#N)cc2)c1
(6) Cc1nn(-c2ccccc2)c2c1N(CCCC(=O)NC(C)c1ccccc1)C(=O)CS2 (stereo not given)
(7) O=C(Cc1cccc2ccccc12)NCC(=O)N1CCN(CC(=O)Nc2ccc(F)cc2)CC1
(8) Cc1ccc(-c2nnc(Nc3ccc(F)cc3)c3ccccc23)cc1S(=O)(=O)NC(C)C
(9) CCc1cc(C(=O)Nc2cc(S(=O)(=O)N3CCCCC3)ccc2N2CCN(C)CC2)sc1C
(10) CC1(C)CC(=O)C2=C(C1)OC(N)=C(C#N)C2c1ccc(OC(=O)N2CCOCC2)cc1 (stereo not given)
Assay by compound	1	2	3	4	5	6	7	8	9	10
Abeta yeast res	-10%	3%	-5%	14%	0%	-7%	0%	-4%	15%	16%
GLP1R inv ag	-15%	-22%	4%	-24%	-5%	?	-20%	9%	?	2%
Mm-Cpn inhibitor	0%[15.4 µM]	-2%	.	-6%	3%	.	.	.	.	0%
Akt phos inh	i	i	.	i	i	.	i	.	i	i
TDP-43 yeast inh	-3%	0%	?	-6%	10%	3%	1%	0%	28%	?
PTHR1 agonist	i	-5%	i	i	i	-1%	i	-31%	-3%	i
FUS yeast rescue	24%	-3%	-22%	13%	.	32%	-3%	9%	24%	10%
GLP1R cytotox	-17%	14%	-3%	-6%	10%	-11%	-3%	0%	-17%	7%
aSyn yeast inh	-5%	-5%	0%	-8%	-3%	.	0%	.	5%	3%

(11) CCCCCCCCc1nnc(NC(=O)c2ccco2)s1
(12) CC(C)(C)c1cc(=O)[nH]c(SCc2ccccc2Cl)n1
(13) O=C1CCCCCC(=O)[C@H](O)C[C@H](c2ccccc2)O1
(14) CCOc1ccc(NC(=O)c2c(NCc3ccc(C)o3)sc3c2CCC(C)C3)cc1 (stereo not given)
(15) Cc1ccccc1C(=O)NC(CC(C)C)C(=O)OCC(=O)c1c(N)n(C)c(=O)n(C)c1=O (stereo not given)
(16) COC(=O)c1[nH]c2ccc(Cl)cc2c1NC(=O)Oc1ccccc1
(17) CCC1(c2ccccc2)NC(=O)N(CC(=O)NNC(=O)COc2ccc(Cl)cc2C)C1=O (stereo not given)
(18) COc1ccc(C(CNC(=O)c2cccc(S(=O)(=O)Nc3ccc(C)cc3)c2)N2CCOCC2)cc1 (stereo not given)
(19) COc1ccc(/C=N/NC(=O)c2nn(C)cc2Br)cc1CSCc1ccco1
(20) O=C(NCc1cccc(Cl)c1)c1ccc2c(c1)OCO2
Assay by compound	11	12	13	14	15	16	17	18	19	20
Abeta yeast res	-6%	11%	-10%	6%	-13%	-8%	1%	-4%	1%	7%
GLP1R inv ag	-11%	5%	20%	?	10%	11%	?	-14%	-22%	?
Mm-Cpn inhibitor	-2%	0%	.	.	-4%	-9%	-4%	1%	-9%	-1%
Akt phos inh	i	i	i	.	i	i	i	i	i	i
TDP-43 yeast inh	-8%	-2%	12%	16%	-14%	5%	0%	7%	?	?
PTHR1 agonist	1%[57.5 µM]	i	7%	i	-3%	-4%	-12%	-6%	-13%	i
FUS yeast rescue	-9%	-13%	-17%	24%	46%	13%	.	28%	.	15%
GLP1R cytotox	5%	-18%	1%	3%	3%	1%	-20%	9%	-1%	6%
aSyn yeast inh	-9%	4%	-7%	.	2%	11%	1%	-5%	-6%	6%

Three compounds drawn at random from the list so far:
(13) O=C1CCCCCC(=O)[C@H](O)C[C@H](c2ccccc2)O1
(16) COC(=O)c1[nH]c2ccc(Cl)cc2c1NC(=O)Oc1ccccc1
(20) O=C(NCc1cccc(Cl)c1)c1ccc2c(c1)OCO2
Assay by compound	13	16	20
Abeta yeast res	-10%	-8%	7%
GLP1R inv ag	20%	11%	?
Mm-Cpn inhibitor	.	-9%	-1%
Akt phos inh	i	i	i
TDP-43 yeast inh	12%	5%	?
PTHR1 agonist	7%	-4%	i
FUS yeast rescue	-17%	13%	15%
GLP1R cytotox	1%	1%	6%
aSyn yeast inh	-7%	11%	6%

Remaining list, next part:
(21) O=C(CSCc1ccc(Cl)cc1)Nc1cc([N+](=O)[O-])ccc1O
(22) COc1ccccc1C(=O)Nc1nsc(-c2ccccc2)n1
(23) O=C(CCSCc1ccccc1Cl)N1CCN(c2cccc(Cl)c2)CC1
(24) CCOC(=O)c1ccc(NC(=O)CC2C(=O)N(c3ccc(F)cc3)C(=O)N2Cc2cccnc2)cc1 (stereo not given)
(25) Cn1c(SCC(=O)Nc2ccccc2F)nnc1C1CCCCC1
(26) COc1ccc2[nH]c(C(=O)O)c(CCNC(C)=O)c2c1
(27) Cc1ccc(S(=O)(=O)NC(CCc2ccccc2)CC(=O)C(C)(C)C)cc1 (stereo not given)
(28) CCN(CC)/C(=N\S(=O)(=O)c1ccc(F)cc1)c1ccccc1
(29) CN(C)S(=O)(=O)c1ccc(Cl)c(NC(=O)CN2C(=O)NC3(CCCC3)C2=O)c1
(30) O=C1CC(Sc2nnnn2-c2ccccc2)C(=O)N1c1cccc(Cl)c1 (stereo not given)
Assay by compound	21	22	23	24	25	26	27	28	29	30
Abeta yeast res	-11%	-25%	18%&-2%	2%	20%	6%	-6%	2%	-15%	-3%
GLP1R inv ag	?	-16%	?	-17%	?	-10%	?	-6%	5%	?
Mm-Cpn inhibitor	2%	-1%	4%	.	0%	2%	0%	-1%	-2%	-4%
Akt phos inh	i	i	i	.	i	i	i	i	i	i
TDP-43 yeast inh	0%	13µM*	19%	-3%	23%	5%	-4%	6%	-18%	?
PTHR1 agonist	-85%[inhibitor]	-20%	?	-2%	i	i	-54%[inhibitor]	i	-2%	i
FUS yeast rescue	16%	5%	34%&38%	16%	8%	8%	29%	17%	27%	21%
GLP1R cytotox	?	1%	-1%&2%	-3%	-3%	-4%	9%	9%	-12%	-10%
aSyn yeast inh	-3%	-6%	24%	.	2%	1%	7%	0%	-14%	11%

(31) COc1cc(S(=O)(=O)NC2CCCCC2C)ccc1F (stereo not given)
(32) O=C(COC(=O)c1ccc2c(c1Cl)C(=O)c1ccccc1C2=O)NC1CCCCC1
(33) CCOC(=O)c1c(NC(=O)/C=C\C(=O)O)sc(C)c1-c1ccccc1
(34) CCCCOc1ccc(C(=O)Nc2cccc(-n3cnnn3)c2)cc1OC
(35) CCN(CC)S(=O)(=O)c1ccc(NC(=O)c2ccc(CN3CCOCC3)cc2)cc1
(36) O=C(Nc1ccncc1)c1cc(-c2cccc(Br)c2)nc2ccccc12
(37) COc1ccccc1Nc1nc(N)nc(CN2CCC(C)CC2)n1
(38) CCCCn1c(N)c(Sc2ccc(Cl)cc2)c(=O)[nH]c1=O
(39) CCOc1ccc(NS(=O)(=O)c2ccc(NC(=O)[C@@H]3CCCC[C@@H]3C(=O)O)cc2)cc1
(40) COc1cccc(NC(=O)C2CCN(c3ccc(Sc4ccc(C)cc4)nn3)CC2)c1
Assay by compound	31	32	33	34	35	36	37	38	39	40
Abeta yeast res	-41%[inhibitor]	11%	-64%[inhibitor]	6%	9%	-44%[inhibitor]	15%	-2%	-3%	-10%
GLP1R inv ag	?	10%	?	?	-3%	?	9%[0.307 µM]	-3%	-11%	1%
Mm-Cpn inhibitor	-1%	0%	-9%	-1%	-1%	0%	-1%	2%	0%	.
Akt phos inh	i	i	i	i	i	i	i	i	i	.
TDP-43 yeast inh	?	-4%	-5%	5%	-14%	-19%	-3%	-19%	1%	3%
PTHR1 agonist	i	-12%	-69%[inhibitor]	-6%	-28%[57.5 µM]	-14%	-1%	-2%	i	-9%
FUS yeast rescue	-2%	20%	-7%	46%	-10%	24%	-3%	35%	8%	-12%
GLP1R cytotox	-13%	-10%	-28%	-1%	-4%	8%	8%[0.307 µM]	-6%	-16%	12%
aSyn yeast inh	7%	19%	-65%[inhibitor]	0%	-1%	0%	-2%	0%	0%	.

(41) Cc1cccc(C)c1OCCn1nnc2ccccc21
(42) CC(=O)Nc1ccc(NC(=O)c2ccc3c(c2)C(=O)N(c2ccccc2C)C3=O)cc1
(43) CCOC(=O)C1CCCN(C(=O)Cc2ccc(OC)c(OC)c2)CC1 (stereo not given)
(44) Cc1ccc(C(=O)N=c2sccn2C)cc1C
(45) COc1ccc(Oc2ccc(C(F)(F)F)cc2NC(=O)c2ccc(OC)cc2)cc1
(46) Nc1ccc(C(=O)N2N=C(c3ccccc3)CC2(O)C(F)(F)F)cc1 (stereo not given)
Assay by compound	41	42	43	44	45	46
Abeta yeast res	23%	2%	-7%	-22%	3%	3%
GLP1R inv ag	?	0%	3%	-7%	?	-26%
Mm-Cpn inhibitor	1%	-2%	.	-1%	-3%	-1%
Akt phos inh	i	i	i	i	i	i
TDP-43 yeast inh	18µM*	1%	14%	-10%	-3%	19%
PTHR1 agonist	-32%[inhibitor]	-78%[inhibitor]	-28%	-34%[inhibitor]	-11%	i
FUS yeast rescue	3%	-7%	-15%	2%	-20%	-1%
GLP1R cytotox	1%	14%	-5%	15%	14%	-5%
aSyn yeast inh	14%	-4%	-4%	-20%	-8%	2%
